CHO-K1 Ca PAM – counter-screen for M1 PAMs: effect in parental CHO-K1 cells; ATP EC20, Fluo-8 calcium fluorescence; 0% at ATP EC20, 100% at ATP max; activation, % at 3 µM; actives 0.02% (n = 360,000); AID 602247;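 active = activation above the run cutoff, the mean activation of all test compounds plus 3 SD, cut at about 40% in these data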;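 note: peak over basal fluorescence ratio in a 140 s read after ATP addition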
CHRM1 agonist – human M1 muscarinic receptor agonism | P11229 | CHO-K1 hM1, Fluo-8 calcium fluorescence, agonist mode; 0% DMSO, 100% acetylcholine EC100 | activation, % at 3 µM | actives 0.33% (n = 360,000);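 active = activation above the run's mean compound activation plus 3 SD, cut at about 16% in these data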;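 note: peak over basal fluorescence ratio within a 140 s kinetic read after compound addition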
Target sequence (P11229 whole entry, looked up): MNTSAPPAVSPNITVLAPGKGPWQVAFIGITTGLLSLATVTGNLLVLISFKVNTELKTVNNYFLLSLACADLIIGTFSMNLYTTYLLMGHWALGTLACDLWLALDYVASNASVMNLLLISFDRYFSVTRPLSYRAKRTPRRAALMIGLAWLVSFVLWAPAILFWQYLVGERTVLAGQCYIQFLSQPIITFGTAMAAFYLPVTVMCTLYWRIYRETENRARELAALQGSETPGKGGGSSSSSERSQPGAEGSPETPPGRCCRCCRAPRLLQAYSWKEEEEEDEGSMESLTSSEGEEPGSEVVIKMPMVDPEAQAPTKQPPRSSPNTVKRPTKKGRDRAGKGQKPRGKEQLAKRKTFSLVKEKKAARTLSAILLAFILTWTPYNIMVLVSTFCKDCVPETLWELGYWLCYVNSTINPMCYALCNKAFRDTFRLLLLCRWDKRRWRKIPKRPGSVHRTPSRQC
CHO parental Ca – counter-screen: ATP calcium response change in parental CHO cells | parental CHO-K1, ATP-induced calcium, Fluo-8 fluorescence | inhibition, % at 5.6 µM | actives 0.63% (n = 330,000);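 active = inhibition above that plate's mean sample inhibition plus 3 SD, cut at about 26% in these data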;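 note: 0% = ATP-challenged DMSO wells and 100% = DMSO wells without ATP; some compounds past the cut are filed as inactive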
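Test system: parental CHO cells; detection: calcium-sensitive Fluo-8 fluorescence; evaluation: percent inhibition of calcium signal; also added: ATP as calcium-mobilizing challenge; repeats: one well per compound; control set: ATP-challenged DMSO wells low, unchallenged DMSO wells high; compound: single nominal dose of 5.6 µM per compound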
M1 ag parental – nonselective activator or artifact in parental CHO-K1 cells. actives 0.48% (n = 360,000). activation, % at 3 µM. Fluo-8 calcium fluorescence; scaled to maximal ATP response, vehicle zero; in the data active = activation above about 15%;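 note: untransfected CHO-K1 host cells lacking M1 receptor as counterscreen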
TAAR1 antag – human TAAR1 antagonism; inhibition, % at 3 µM; CHO RD-HGA16 TAAR1, Fluo-8 calcium fluorescence, antagonist; AID 624466; actives 1.5% (n = 360,000);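 active = inhibition above a per-plate cutoff, the mean inhibition of test compounds on that plate plus 3 SD, cut at about 49% in these data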;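 note: 0% = DMSO plus EC80 beta-PEA response and 100% = DMSO alone without agonist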
Target sequence (Q96RJ0 whole entry, looked up): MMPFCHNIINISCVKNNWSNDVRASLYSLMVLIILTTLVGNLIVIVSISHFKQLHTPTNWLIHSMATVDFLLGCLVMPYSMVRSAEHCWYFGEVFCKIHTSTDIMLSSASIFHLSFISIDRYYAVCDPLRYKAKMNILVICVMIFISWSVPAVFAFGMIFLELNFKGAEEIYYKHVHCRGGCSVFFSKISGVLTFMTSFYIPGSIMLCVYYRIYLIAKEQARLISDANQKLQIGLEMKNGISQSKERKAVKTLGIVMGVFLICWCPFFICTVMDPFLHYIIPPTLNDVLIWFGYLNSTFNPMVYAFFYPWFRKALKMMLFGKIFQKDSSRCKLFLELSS
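Test system – hTAAR1-expressing CHO RD-HGA16 cells, Gα16-coupled · Reagent – β-PEA at EC80 concentration, post-compound challenge · Compound dosing – 3 µM, single point · Timing – 140 s kinetic read after compound, 140 s after agonist · Detection – Fluo-8 intracellular calcium dye fluorescence, real-time kinetic reads · Control set – DMSO and EC80 PEA controls · Repeats – n of 1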
CHRM1 PAM – human CHRM1 positive allosteric modulation; actives 0.088% (n = 360,000); CHO-K1 hM1, Fluo-8 calcium fluorescence, ACh EC20; 0% = ACh EC20, 100% = maximal ACh; activation, % at 3 µM; P11229; in the data active = activation above about 19%, passing the limit was not always enough
TAAR1 ag – agonists of human TAAR1; Q96RJ0; CHO RD-HGA16 TAAR1, Fluo-8 calcium fluorescence; vehicle wells 0%, saturating PEA agonist 100%; activation, % at 3 µM; actives 0.99% (n = 360,000); AID 624467;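 active = activation above the mean activation of all test compounds in the run plus 3 SD, cut at about 38% in these data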
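Test system: RD-HGA16 (CHO) cells co-expressing Gα16 and hTAAR1 | Doses: Single dose, 3 µM | Schedule: 17-24 h seeding, 75 min 37 °C dye, 30 min RT | Evaluation: % activation from peak over basal fluorescence ratio, DMSO-to-PEA scaled | Technique: Kinetic Fluo-8 calcium fluorescence | Benchmarks: Low control DMSO, high control PEA (EC100)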
CHRM1 antagonist – blocks human M1 muscarinic receptor; P11229; inhibition, % at 3 µM; CHO-K1 hM1, Fluo-8 calcium fluorescence, ACh EC80 antagonist; AID 588852; actives 1.3% (n = 360,000);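 active = percent inhibition above its own plate's cutoff, namely the mean of that plate's compound wells plus 3 SD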;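 note: peak over basal fluorescence ratio during 140 s after agonist addition; 0% = ACh EC80 plus DMSO and 100% = DMSO alone without agonist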
CHO-K1 Ca antag – M1 antagonist counterscreen hit in parental CHO-K1 cells; ATP-induced calcium, Fluo-8 fluorescence; actives 0.6% (n = 360,000); inhibition, % at 3 µM; AID 602250;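 active = inhibition above a per-plate cutoff, the plate's mean sample inhibition plus 3 SD, cut at about 24% in these data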;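 note: 0% = DMSO plus EC80 ATP and 100% = DMSO alone without ATP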
* = called active by the depositor; nt = no result given; & = joins results of further samples.

SMILES	CHO-K1 Ca PAM	CHRM1 agonist	CHO parental Ca	M1 ag parental	TAAR1 antag	CHRM1 PAM	TAAR1 ag	CHRM1 antagonist	CHO-K1 Ca antag
O=C(NC1CCS(=O)(=O)C1)c1cccc(S(=O)(=O)N2CCOCC2)c1 (stereo not drawn)	11	-6	-2	13	1	6	2	-7	5
COc1cc(/C=C/C(=O)OCC(=O)N2c3ccccc3NC(=O)C2(C)C)cc(OC)c1OC	7	0	-8	8.7	64*	-13	27	33*	-8
CCn1cc(C(=O)N(C)c2ccc(OC)cc2OC)c2cc(OC)c(OC)cc2c1=O	9	-3	-5	1.1	-6	7	5	-9	-18
CCC(C)NC(=O)COc1ccc(S(=O)(=O)N2CCOCC2)cc1 (stereo not drawn)	-2	-3	22	0.5	-16	-4	4	5	-15
O=C(COC(=O)c1ccccc1O)NCc1ccco1	18	-2	-8	1.5	-25	4	2	-9	-14
CN1CCN(S(=O)(=O)c2cccc(C(=O)N(Cc3ccccc3)c3ccccc3)c2)CC1	-8	-6	-24	1.2	-27	16	3	-21	1
C#CCOCCOCCOCCNc1nc(N2CCN(C(=O)[C@H]([C@@H](C)O)n3cc(CCCCN)nn3)CC2)nc(N2CCN(C(=O)[C@H](Cc3ccc(O)cc3)n3cc(CCO)nn3)CC2)n1	0	-2	-9	-0.6	11	3	3	-9	-7
COc1ccc(Nc2nc(NC(C)(C)C)nc(N3CCCC3)n2)c(OC)c1	0	-6	-29	-0.6	-1	-2	5	1	0
CC(C)(C)OC(=O)NCCC(=O)N/N=C/c1cccc2cccnc12	21	0	-9	3.1	-9	12	1	-18	-12
O=C(COC(=O)CNC(=O)c1ccc(F)cc1)NC1CCCc2ccccc21 (stereo not drawn)	-18	-4	-10	0.4	14	4	9	-1	-8
CN(CC(=O)Nc1ccc(F)cc1)C(=O)CN1C(=O)c2cccc([N+](=O)[O-])c2C1=O	10	-3	-4	0.5	-17	0	3	0	-15
O=C(CCc1ccco1)CCc1ccco1	11	-3	nt	0.0	-2	5	0	-8	-9
Cc1ccc(/C=C/C(=O)Nc2ccc(N(C)C)cc2)o1	8	-12	-15	0.0	-1	0	-1	-1	7
CCOC(=O)C1=C[C@@H](CC)N(S(=O)(=O)c2ccc(C)cc2)[C@H]1c1cccs1	9	-9	nt	0.4	14	-9	0	11	2
COc1ccc(C=C2SC(=S)NC2=O)cc1	18	0	nt	6.5	-13	0	-1	-2	-12
C/C(=N\NC(=O)c1ccc(F)cc1)c1cccc(NC(=O)c2ccco2)c1	15	-3	-8	0.3	42	1	9	-4	-4
CCN1C(=O)C(CC(=O)Nc2ccccc2)S/C1=N\c1ccccn1 (stereo not drawn)	1	-1	0	0.7	15	-1	2	8	-15
NC(CCc1ccccc1)c1csc(NC(=O)NCCc2ccccc2)n1 (stereo not drawn)	7	-1	nt	2.1	46	6	26	1	10
O=C(Nc1nc2cc3c(cc2s1)OCO3)C1CCCCC1	7	5	-31	3.8	-23	7	8	-5	-11
C[C@H]1COC(=O)[C@H](CC(=O)OC(C)(C)C)C/C=C\C[C@@H](CC(=O)N[C@H](CO)Cc2ccccc2)C(=O)N1	-7	-5	-5	0.1	25	10	5	-3	4
O=C(OCc1cn([C@H]2C[C@H](c3ccc(Cl)cc3)N(CC3CCCCC3)C[C@@H]2O)nn1)c1ccccc1	-11	1	nt	-0.2	-21	5	4	-4	5
CC(C)(O)C1CC[C@@](C)([C@@H]2CC[C@]3(C)[C@H]2[C@H](O)CC2[C@@]4(C)CCC(O)C(C)(C)C4C(OC4OC(CO)C(O)C(O)C4O[C@@H]4OCC(O)C(O)C4O)C[C@]23C)O1 (stereo partly drawn)	-12	-4	5	-0.1	0	6	2	-5	3
COc1ccc(C(C(=O)NCc2ccccc2)N(Cc2ccco2)C(=O)c2cnccn2)cc1 (stereo not drawn)	11	-2	0	5.8	53*	-3	15	6	-5
CCOc1ccc(OCCCC(=O)Nc2cc(S(=O)(=O)N3CCOCC3)ccc2N2CCOCC2)cc1	7	-6	nt	-0.5	-16	13	1	-10	-12
CN(C)c1ccc(NC(=O)CSc2nnc(-c3ccco3)c(-c3ccco3)n2)cc1	-5	-11	1	0.3	-4	-3	-2	3	-8
O=C(OCCOc1ccc(Br)cc1)c1ccc(Cl)c(S(=O)(=O)N2CCOCC2)c1	16	-1	9	0.8	19	-6	2	7	4
CCOc1ccc2[nH]c3ncccc3c(=O)c2c1	5	-5	-16	-0.2	9	8	0	-12	-8
COc1ccc(C2C(C(=O)O)CCC(=O)N2c2ccc(OC)cc2)cc1 (stereo not drawn)	-4	0	-4	-0.3	-17	-9	11	2	3
CCC1CCCCN1C(=O)COC(=O)c1n[nH]c2ccccc12 (stereo not drawn)	10	-2	-16	1.2	-5	5	7	-4	0
O=c1[nH]c(CN2CCN(Cc3ccc4c(c3)OCO4)CC2)nc2ccccc12	6	-7	-12	-0.1	-2	-5	14	-8	-7
OCCN1CCN(CCCc2c3c(cc4c2CCC4)CCC3)CC1	8	-10	-10	0.3	-2	10	2	-10	-2
CCOC(=O)c1c(C)n(C)c2ccc(OCC(O)Cn3nc(C)cc3C)cc12 (stereo not drawn)	-4	-1	-24	1.4	15	-2	8	8	12
COCC(=O)N1CCC(Oc2ccc(C(=O)NCc3csc(C(C)C)n3)cc2)CC1	16	-2	-17	0.8	-32	12	5	-18	-11
O=C(NC(=S)Nc1cc(-c2nc3ccccc3[nH]2)ccc1Cl)c1ccc2c(c1)OCO2	1	-5	-25	3.7	23	-10	4	18	-3
CC(C)(C)CC(C)(C)NCC(O)COc1ccc2c(c1)CCC2 (stereo not drawn)	13	-3	-23	2.5	-1	-24	56*	49*	2
COc1cccc(NC(=O)C(=O)NCCc2ccc(F)cc2)c1	-7	-3	-19	0.1	-5	6	23	-10	6
Cc1ccc(CCNC(=O)c2cccc(NC3=NC4CS(=O)(=O)CC4S3)c2)cc1 (stereo not drawn)	25	-4	-4	0.7	0	8	1	-2	-6
CCN(CCCNC(=O)C1c2ccccc2C(=O)N(CCOC)C1c1ccc(F)cc1)Cc1ccccc1 (stereo not drawn)	-8	-9	-21	-0.2	-1	8	0	-3	-1
COc1cc2c(cc1OC)-c1c(OC)c(OC)cc3ccnc(c13)C2=O	20	-9	-7	-0.3	-7	14	14	-6	-20
Cc1cc(NC(=O)CSc2nccn2-c2ccc(Cl)cc2)no1	-4	-3	-12	-0.2	-14	1	8	8	-7
COCCCNC(=O)c1ccc(OC)c(OC2CCN(C(C)C)CC2)c1	18	-7	-8	0.3	-18	-4	7	19	-5
COc1ccccc1-c1cc(C(F)(F)F)c(C#N)c(=O)[nH]1	12	3	-2	0.2	16	10	6	-10	3
Cn1cnnc1SCC(=O)Nc1cc(S(=O)(=O)N2CCCCC2)ccc1Cl	14	-4	-20	0.8	-16	11	1	-11	-4
Cc1ccc2c(c1)N(C(=O)CCC(=O)NCCCN1CCOCC1)CC(C)O2 (stereo not drawn)	6	-9	-6	0.2	-9	-3	0	6	0
Cc1ccc(S(=O)(=O)N2CCN(C(=O)CC(C)(C)C)CC2)cc1	19	-8	-17	2.8	3	8	5	-6	1
Cc1ccc(C(=O)Nc2cccc(C(=O)N/N=C/c3ccccc3F)c2)cc1	-2	-4	-15	4.1	65*	-10	13	11	-5
CC(=O)N1CCN(S(=O)(=O)c2cccc(C(=O)OCc3ccc(F)cc3)c2)CC1	2	3	nt	7.3	1	-3	4	-10	-6
Cc1ccc(C(=O)NC(Cc2c[nH]c3ccccc23)C(=O)O)cc1 (stereo not drawn)	19	-5	-4	0.3	14	7	24	-3	-6
c1ccc(CCCCN2CCN=C2Nc2ccccc2)cc1	-8	-11	-13	0.5	6	-16	8	29	-3
CCCN1C(=O)SC(CC(=O)Nc2ccccc2)C1=O (stereo not drawn)	-5	-1	-8	0.2	5	0	8	12	5
COc1cc(NC(=O)c2cnc(N)o2)cc(C(=O)Nc2cccc(C(F)(F)F)c2)c1	13&16	-2&-5	5	1.3&-0.2	36&35	-7&-6	4&9	10&16	7&-2
COc1ccccc1N(C)S(=O)(=O)c1ccc(C(=O)OCC(=O)Nc2cc(C)on2)cc1	11	-8	-1	0.9	-1	12	10	-4	-12
CC1(C(=O)NS(=O)(=O)c2ccc(Cl)cc2)CCN1C(=O)CCc1ccccc1 (stereo not drawn)	-1	-1	nt	0.1	-11	8	3	-12	0
Cc1ccsc1C(=O)OCC(=O)Nc1nnc(-c2ccccc2)o1	1	-1	-19	1.1	0	5	0	-3	2
Oc1c(Cl)cc(Cl)cc1CNc1ccccn1	-17	-4	nt	-0.1	-3	2	-3	-8	7
NNc1nc2c(Cl)c(Cl)ccc2s1	25	-6	-8	0.7	-14	-6	12	10	-5
CC1CN(Cc2ccccc2Cl)CC(C)O1 (stereo not drawn)	15	-6	5	0.4	-19	8	6	-13	-2
CN(C)S(=O)(=O)c1cccc(C(=O)N2CCN(C(=O)C3CCCO3)CC2)c1 (stereo not drawn)	0	-2	-1	0.1	-6	1	3	0	-4
NC(=O)CC(NC(=O)c1cccc(Br)c1)c1ccc(N2CCC(Br)CC2)c([N+](=O)[O-])c1 (stereo not drawn)	11	-3	-6	0.3	-1	5	5	-9	-11
COc1cc(C(C(=O)NC2CCCCC2)N(Cc2cccs2)C(=O)Cc2c[nH]c3ccccc23)cc(OC)c1OC (stereo not drawn)	16	-1	-7	4.7	32	-2	13	7	0

Profiles, quoted from the list. Screens in order: CHO-K1 Ca PAM | CHRM1 agonist | CHO parental Ca | M1 ag parental | TAAR1 antag | CHRM1 PAM | TAAR1 ag | CHRM1 antagonist | CHO-K1 Ca antag
CN1CCN(S(=O)(=O)c2cccc(C(=O)N(Cc3ccccc3)c3ccccc3)c2)CC1 is entered as -8 | -6 | -24 | 1.2 | -27 | 16 | 3 | -21 | 1
Oc1c(Cl)cc(Cl)cc1CNc1ccccn1 is entered as -17 | -4 | nt | -0.1 | -3 | 2 | -3 | -8 | 7

(list continues)
SMILES	CHO-K1 Ca PAM	CHRM1 agonist	CHO parental Ca	M1 ag parental	TAAR1 antag	CHRM1 PAM	TAAR1 ag	CHRM1 antagonist	CHO-K1 Ca antag
O=C(CSc1nnc(-c2cccs2)n1CC1CCCO1)N1CCCC1 (stereo not drawn)	17	-1	-15	0.3	-2	10	2	7	-13
COCCNC(=O)CN1C(=O)NC(c2ccccc2)(c2ccccc2)C1=O	-2	-9	-2	0.3	-12	8	0	-10	-13
C[C@@H]1COC(=O)[C@@H](CC(=O)OC(C)(C)C)C/C=C\C[C@H](CC(=O)N(CCO)Cc2ccccc2)C(=O)N1	-3	-5	-4	0.3	-8	-5	2	9	-10
CCOC(=O)c1cnc2ccc(C(=O)OC)cc2c1NCCCN1CCOCC1	-3	-9	nt	0.3	-15	-1	3	-5	10
